STEP block – blocks human striatal-enriched tyrosine phosphatase; inhibition, % at 20 µM; recombinant STEP, OMFP fluorogenic substrate, fluorescence; P54829; actives 0.25% (n = 360,000);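 active means inhibition at 20 µM, scaled per plate between control wells, above about 37%, limit read from the data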;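 further: 0% = DMSO with enzyme and substrate and 100% = substrate only without enzyme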
Target sequence (P54829 whole entry, looked up): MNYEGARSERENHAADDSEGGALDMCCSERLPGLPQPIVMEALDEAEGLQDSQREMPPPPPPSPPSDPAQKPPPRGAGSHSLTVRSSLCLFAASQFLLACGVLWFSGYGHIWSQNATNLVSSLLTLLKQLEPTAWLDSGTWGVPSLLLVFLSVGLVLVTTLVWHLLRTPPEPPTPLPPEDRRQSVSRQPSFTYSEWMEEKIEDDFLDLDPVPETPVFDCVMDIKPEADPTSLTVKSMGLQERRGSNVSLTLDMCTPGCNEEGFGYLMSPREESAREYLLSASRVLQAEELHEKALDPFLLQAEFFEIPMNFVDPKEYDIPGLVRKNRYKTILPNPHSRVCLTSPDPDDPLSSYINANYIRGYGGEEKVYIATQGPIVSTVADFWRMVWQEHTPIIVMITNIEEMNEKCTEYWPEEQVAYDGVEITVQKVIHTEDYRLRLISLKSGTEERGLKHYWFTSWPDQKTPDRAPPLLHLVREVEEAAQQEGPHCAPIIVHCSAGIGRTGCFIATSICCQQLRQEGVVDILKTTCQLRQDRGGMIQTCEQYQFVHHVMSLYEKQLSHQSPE
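System: STEP phosphatase, cell-free reaction; Buffer or medium: Bis-Tris pH 6.0 buffer with DTT, detergent; Incubation: 20 min at room temperature, dark; Measured by: fluorescence, 480/540 nm.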
LMPTP inh – blocks human LMPTP phosphatase | P24666 | recombinant LMPTP-A, OMFP fluorogenic substrate, fluorescence intensity | inhibition, % at 20 µM | actives 0.22% (n = 360,000) | AID 651560;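 active means compounds that cut the enzyme signal by at least half of the control window in the single-dose screen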;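 further: plate controls were DMSO wells with enzyme plus substrate for no effect and substrate without enzyme for full effect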
Target sequence (P24666 whole entry, looked up): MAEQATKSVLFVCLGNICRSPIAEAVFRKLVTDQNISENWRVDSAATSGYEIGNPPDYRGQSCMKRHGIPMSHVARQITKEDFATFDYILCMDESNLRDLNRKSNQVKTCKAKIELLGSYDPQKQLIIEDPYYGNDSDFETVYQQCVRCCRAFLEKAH
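Test system: LMPTP-A, protein tyrosine phosphatase of low molecular weight; Input: 0.625 nM enzyme; Incubation: 50 min dark incubation at room temperature; Signal: endpoint fluorescence intensity from OMFP dephosphorylation; Read-out basis: % inhibition versus control wells.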
SUMO1 PPI mod – alters human SUMO1 binding to SIM partners; P63165; SUMO1 binding to a labelled peptide, TR-FRET, 1 h; inhibition, % at 20 µM; actives 0.33% (n = 360,000); AID 602429; in the data active means inhibition above about 37%
Target sequence (P63165 whole entry, looked up): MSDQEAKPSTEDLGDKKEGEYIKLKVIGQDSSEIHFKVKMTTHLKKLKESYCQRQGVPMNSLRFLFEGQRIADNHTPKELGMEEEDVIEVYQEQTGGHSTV
Scp1 inh – blocks human Scp-1 phosphatase activity; inhibition, % at 20 µM; Q9GZU7; actives 0.88% (n = 340,000); AID 493091; Recombinant Scp1, phosphopeptide, malachite green phosphate absorbance;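 active means inhibition above about 50% at 20 µM, limit read from the data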;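 further: plate controls were DMSO wells with enzyme for no effect and wells lacking enzyme for full effect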
Target sequence (Q9GZU7 76-261 limits assumed): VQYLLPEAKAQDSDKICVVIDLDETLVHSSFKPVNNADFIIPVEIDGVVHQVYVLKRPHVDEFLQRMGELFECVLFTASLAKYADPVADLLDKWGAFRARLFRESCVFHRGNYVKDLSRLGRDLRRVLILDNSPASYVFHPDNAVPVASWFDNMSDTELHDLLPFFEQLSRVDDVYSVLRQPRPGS
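Times: enzyme reaction 45 min at room temperature, colour 5 min, stabilisation 30 min. Material: SCP-1 catalytic fragment, aa 76-261. Medium: Acidic Tris acetate buffer with magnesium and detergent. Signal: colorimetric free-phosphate detection, absorbance 630 nm. Read-out basis: % inhibition of SCP-1 phosphate liberation. Reagent: Phosphorylated 17-residue peptide substrate.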
eLon inh – inhibits E. coli Lon protease; purified E. coli Lon protease, fluorescence polarization; inhibition, % at 7.94 µM; actives 0.42% (n = 360,000); AID 602123; in the data active means inhibition above about 13%, passing the limit was not always enough;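 further: 0% = enzyme with probe and DMSO and 100% = no enzyme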
MsrA inhibitor – inhibits bovine methionine sulfoxide reductase A; purified bovine MsrA, absorbance read-out; inhibition, % at 15.5 µM; actives 0.75% (n = 360,000); AID 651718; in the data active means inhibition above about 4.5%;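 further: 0% = vehicle wells with enzyme and 100% = reference inhibitor wells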
NRP1-CendR mod – NRP-1/CendR interaction modulation; FAM-RPARPAR peptide binding to NRP-1, fluorescence polarization; inhibition, % at 25 µM; actives 0.85% (n = 360,000);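 active means inhibition or corrected inhibition above about 18%, plus a signal ratio from 0.5 to 1.5, limit read from the data, passing the limit was not always enough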; further: strong numbers were not always called active
MsrA act – activates bovine MsrA enzyme; AID 602163; activation, % at 10.6 µM; purified bovine MsrA, absorbance read-out; actives 0.3% (n = 360,000); in the data active means activation above about 7.5%;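 further: 0% = vehicle and 100% = reference activator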
Tb MetRS inh – Trypanosoma brucei MetRS inhibition; actives 0.4% (n = 360,000); AID 624268; purified T. brucei MetRS, ATP depletion, Kinase-Glo luminescence; inhibition, % at 11.9 µM;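 active means inhibition above a per-plate cutoff of the control wells' mean inhibition plus 3 SD, cut at about 5.5% in these data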;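 further: 0% = DMSO wells median and 100% = median of wells with control inhibitor compound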
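Material: parasite MetRS enzyme / Replication: singlicate, one well per compound / Signal: luminescence of leftover ATP / Schedule: 2 h aminoacylation at 25 °C after 15 min preincubation / Medium: HEPES-MgCl2-KCl buffer plus DTT, spermine, BSA, pyrophosphatase / Doses: 11.9 µM single point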
DNMT1 block – blocks human DNA methyltransferase DNMT1 | inhibition (reported as % activation of signal), % at 10 µM | actives 0.83% (n = 360,000) | AID 588458 | P26358 | DNMT1 molecular beacon, Hinp1I cleavage, fluorescence; in the data active means inhibition above about 50%
* = called active by the depositor; · = no result given.

SMILES	STEP block	LMPTP inh	SUMO1 PPI mod	Scp1 inh	eLon inh	MsrA inhibitor	NRP1-CendR mod	MsrA act	Tb MetRS inh	DNMT1 block
CCSc1nnc(NC(=O)c2cccs2)s1	-2	-1.2	2	-10	-12	5.2*	-4	-3	-0.2	3
Cc1ccc2nc(SC(C)C(=O)N3CCOCC3)[nH]c2c1 (stereo not drawn)	10	-1.9	2	-3	3	0.9	-10	-4	0.4	1
O=S(=O)(Nc1cccc(Cl)c1)c1ccc2oc(=S)[nH]c2c1	-2	-0.5	9	-3	3	0.1	-17	-1	-1.4	-5
Cc1ccc(S(=O)(=O)N(CC(=O)NCCC2=CCCCC2)Cc2ccccc2F)cc1	-4	3.7	1	-12	-4	2.5	-7	-1	-0.9	4
O=c1c(/C=N/O)c(Nc2ccccc2)nc2ccccn12	1	0.6	-24	0	-6	1.8	-2	-4	-0.6	0
CCOC(=O)Cc1csc(NC(=O)c2ccc(OC)c(OC)c2)n1	1	0.5	2	-2	5	1.9	-13	-2	-0.4	5
CNC(=O)c1cc2cc(Cl)cc(OC)c2oc1=O	1	-0.4	-20	0	-5	1.1	2	-5	-0.9	1
COC(CNC(=O)c1cccnc1)OC	0	-0.6	-1	-8	0	0.3	-2	0	0.6	2
O=C(NNC(=O)OCc1ccccc1)OCc1ccccc1	-1	0.9	4	-4	-6	0.0	21	-3	-0.3	1
Cc1sc2ncnc(NCC3COc4ccccc4O3)c2c1C (stereo not drawn)	0	-0.7	3	-5	-3	0.1	3	-5	-1.1	0
Cc1c(S(=O)(=O)N2CCN(C(=O)c3ccco3)CC2)c(=O)n(C)c(=O)n1C	-1	0.6	5	2	-7	0.3	-7	-2	0.6	4
O=C(NC(c1ccccc1)c1ccsc1)C1CCN(Cc2ccc(Cl)c(Cl)c2)CC1 (stereo not drawn)	3	1.0	-2	·	-1	-1.6	7	-2	-0.3	3
O=C(Nc1ccccc1Cl)c1csc(-c2cccnc2)n1	-1	-2.2	-1	-4	2	-0.6	-7	-4	-0.6	-1
CCOC(=O)c1ccc(NC(=O)c2c(N)n(Cc3ccccc3)c(=O)[nH]c2=O)cc1	0	-0.6	46*	-3	-5	-0.3	-1	-9	-0.6	49
Cc1ccc(S(=O)(=O)/N=c2\ccc(Cl)cn2C(F)F)cc1	-2	-1.9	-6	-2	-14	1.0	-7	-4	-0.8	0
CC1CCCN(C(=O)C2CCN(S(=O)(=O)c3cccc4nsnc34)CC2)C1 (stereo not drawn)	2	-2.1	-34	-4	3	0.2	17	-4	-0.5	-2
Cc1ccccc1NC(=O)N1CCNC(=O)C1CC(=O)Nc1cc(Cl)ccc1Cl (stereo not drawn)	1	-0.9	-1	-2	6	-0.3	-9	-2	-0.7	-5
COc1ccc(NS(=O)(=O)c2cccc3ccccc23)cc1	2	2.9	-6	-14	7	0.2	-4	-5	-0.4	4
CCC(CC)C(=O)Oc1c(Sc2ccccc2[N+](=O)[O-])c(C)nn1C(C)(C)C	0	2.9	-7	-10	-10	2.0	-5	-2	-0.5	5
O=C(O)c1ccc(NS(=O)(=O)c2cccc3cccnc23)cc1	0	-2.4	8	3	-4	-1.2	-5	1	0.1	5
COc1ccccc1NS(=O)(=O)c1ccc2nc(CCl)[nH]c2c1	2	-2.0	4	2	-5	-0.4	-18	2	0.1	-3
COc1ccccc1N1CCN(C(=O)CN2C(=O)c3cccc4cccc(c34)C2=O)CC1	0	0.6	-26	0	9	0.7	-7	-3	-0.1	-3
Cc1ccc2[nH]cc(CCNC(=O)c3cccs3)c2c1	-2	-0.4	2	-2	0	-1.1	2	-7	-0.7	0
O=c1c2ccccc2nc(N2CCN(c3ccccc3)CC2)n1Cc1ccccc1	2	3.7	1	-3	-1	0.6	4	-8	-0.9	-6

Brought forward from above: five compounds, followed by the next part.
SMILES	STEP block	LMPTP inh	SUMO1 PPI mod	Scp1 inh	eLon inh	MsrA inhibitor	NRP1-CendR mod	MsrA act	Tb MetRS inh	DNMT1 block
O=C(O)c1ccc(NS(=O)(=O)c2cccc3cccnc23)cc1	0	-2.4	8	3	-4	-1.2	-5	1	0.1	5
COc1ccccc1NS(=O)(=O)c1ccc2nc(CCl)[nH]c2c1	2	-2.0	4	2	-5	-0.4	-18	2	0.1	-3
COc1ccccc1N1CCN(C(=O)CN2C(=O)c3cccc4cccc(c34)C2=O)CC1	0	0.6	-26	0	9	0.7	-7	-3	-0.1	-3
Cc1ccc2[nH]cc(CCNC(=O)c3cccs3)c2c1	-2	-0.4	2	-2	0	-1.1	2	-7	-0.7	0
O=c1c2ccccc2nc(N2CCN(c3ccccc3)CC2)n1Cc1ccccc1	2	3.7	1	-3	-1	0.6	4	-8	-0.9	-6
CCOCCn1c(SCc2ccccc2)nc2c1c(=O)[nH]c(=O)n2C	-2	1.0	3	0	-8	-1.6	-1	-11	-0.8	9
CCOc1ccc(/C=C/C(=O)CCC(=O)O)cc1	3	1.0	-5	0	4	1.4	1	-3	0.5	-19
O=C(N/N=C/C=C/c1ccccc1)c1cccs1	-1	-0.8	-1	2	-5	-0.8	5	-4	-0.5	-5
CCCn1nc(Oc2nc(SC)nc(N(C)C)n2)ccc1=O	-6	-0.4	3	1	13	-1.4	6	0	-1.3	5
CCC(C(=O)OCC(=O)N1CCN(S(=O)(=O)c2ccc(C)cc2C)CC1)c1ccccc1 (stereo not drawn)	3	2.7	2	-11	-10	-0.8	7	-1	-0.1	-3
COc1ccc(CCNC(=O)C2CCN(S(=O)(=O)N3CCCCC3)CC2)cc1OC	-4	-2.1	-1	-4	-1	-1.1	4	-4	-0.3	1
COc1ccc(-c2ccc(CN3C(C(C)C)C(=O)N(Cc4cn(CCC5OCCCO5)nn4)CCS3(=O)=O)cc2)cn1 (stereo not drawn)	8	0.2	10	·	-6	0.6	-12	-2	-1.1	7
O=C(c1ccc(OCc2cn3ccccc3n2)cc1)N1CCN(S(=O)(=O)c2ccccc2F)CC1	1	12	8	4	7	-1.6	6	-1	-0.1	0
CC1(C(=O)Nc2ccc3c(c2)OCCO3)CC1(Cl)Cl (stereo not drawn)	0	-0.5	0	-8	-15	1.3	15	0	-0.5	2
COc1cccc(-c2nc3nc(C)cc(C)n3c2NC2CCCC2)c1	·	1.2	0	·	-19	0.4	-21	-13	-2.0	·
Brc1ccc(-c2ncc(-c3ccccc3)cn2)cc1	-4	-1.0	6	3	-4	-0.7	0	0	0.7	5
Cc1ccc(NNc2c(C)nc3ccccc3nc2=O)cc1	-1	1.2	-6	-1	-5	1.8	-13	-14	-0.5	-3
Cc1ccc(/C=N/NC(=O)C2(C)CC2(Br)Br)cc1 (stereo not drawn)	0	-0.7	-3	-1	-5	-1.3	4	-5	-0.8	0
CC(C)CCn1cnc2c(c1=O)c1nc3ccccc3nc1n2Cc1ccc2c(c1)OCO2	-5	0.3	-4	-5	-5	-0.5	2	-9	-1.1	16
COc1cc(OC)c(NS(=O)(=O)c2cc(C(=O)OCC(=O)NCC3CCCO3)ccc2OC)cc1Cl (stereo not drawn)	-1	0.1	-2	-12	5	0.3	-15	-3	-0.6	-2
O=C(Oc1cccc2c(OC(=O)N3CCOCC3)cccc12)N1CCOCC1	-3	-1.2	-6	-13	0	0.5	-1	-12	-0.9	3
O=C(NCC1CCCCC1)c1cccc([N+](=O)[O-])c1	-2	-0.9	-18	-2	-1	-0.2	8	0	0.1	2
O=C(Nc1nccs1)c1cccc(NC(=O)C(F)(F)F)c1	0	3.2	-5	6	-1	3.8	20	-11	-0.8	8
COc1ccc(/C=C/C(=O)OCCCN(C)C)cc1	-4	-2.3	-4	-5	8	0.5	13	-3	-0.3	1
COc1ccc(S(=O)(=O)Nc2cc3[nH]c(=O)oc3cc2C)cc1	-2	-0.2	15	-1	-8	0.9	-1	-5	-0.8	-4
COc1ccc(NC(=O)c2ccc(-c3ccccc3)cc2)cc1NS(=O)(=O)c1ccc(F)cc1	5	2.2	4	-7	-4	0.9	-1	-5	-1.1	-18
Cc1cccc(NC(=O)CN2CCN(CC(=O)Nc3ccc(-c4ccccc4)cc3)CC2)c1C	-4	-0.9	3	-4	4	-0.6	0	-1	-0.2	2
CCc1nc2c(OCC(=O)N3CCOCC3)cccn2c1N(C)C(=O)COc1ccccc1	-1	-1.4	23	·	-10	0.7	-5	-2	-0.1	4
CC(=O)Nc1cccc(NC(=O)c2cc(-c3cccnc3)nc3ccc(Cl)cc23)c1	-3	-1.2	-18	-9	-2	1.4	-7	-1	-0.6	-8
NC(c1csc(Nc2ccc(C(=O)NCCCO)cn2)n1)c1ccccc1Cl (stereo not drawn)	0	-0.2	5	·	-14	1.5	-9	-3	0.1	-8
CC(C)(C)c1ccc(OCCON2C(=O)CCC2=O)c(Cl)c1	-7	-0.1	5	-2	5	0.7	-10	-2	-0.2	-2
N#CC(c1ccccc1F)(c1ncc(C(F)(F)F)cc1Cl)N1CCOCC1 (stereo not drawn)	2	0.2	4	6	-2	0.7	-2	-2	-0.9	3
O=C(NC1CCS(=O)(=O)C1)c1cc(-c2ccccc2)nc2ccccc12 (stereo not drawn)	0	-0.7	-2	-10	0	1.2	4	-3	-0.2	0
CC(=O)C(=Cc1cccc(C#N)c1)C(=O)c1ccccc1	0	-0.9	7	·	-3	-1.6	-13	-12	-1.7	-8
CC(C)(C)OC(=O)N1CCC[C@H]1c1nnc(SCc2ccc(Cl)cc2)o1	0	-2.0	-2	-7	-5	-0.4	10	-1	-0.5	0
CN(C)CCCO[C@@H]1[C@H]2OC(C)(C)O[C@H]2O[C@@H]1[C@H](O)CO	-1	-1.0	3	-12	-4	-0.6	-6	0	-0.2	2
COc1cc(/C=N/NC(=S)Nc2cccnc2)cc(OC)c1OC	0	-0.2	5	0	-5	1.3	-2	-7	-0.3	3
CC(C)S(=O)(=O)N1CCCC(c2cc(C(=O)NCc3cccnc3)no2)C1 (stereo not drawn)	4	-1.4	-1	·	0	-0.1	-19	-6	-0.5	5
CCCn1c(=N)c(C#N)cc2c(=O)n3ccccc3nc21	1	-1.1	-20	-6	-7	1.6	-5	-4	-0.3	1
Cc1ccc(N(CC(=O)N2CCCCC2)S(=O)(=O)c2ccc(C)cc2)cc1	0	-0.1	-1	2	-3	0.1	8	-4	-0.2	0
CC(SC1=NCCN1S(C)(=O)=O)c1ccccc1 (stereo not drawn)	1	-1.3	0	-9	1	1.7	-6	-2	-0.1	6
C=CCn1c(=O)c(C(=O)NCc2ccc3c(c2)OCO3)c(O)c2ccccc21	1	2.0	-1	-12	-2	0.3	-8	-1	-1.1	-2

Compound activity deposited in PubChem BioAssay by several laboratories.

No enrichment for hits; 4.3% or so of the library scored in one or more.
